DAT uptake mod – human DAT dopamine uptake with cocaine, either direction; Q01959; LLC-PK1 hDAT cells, [14C]-dopamine uptake with cocaine IC80; actives deviate in either direction; B-score at 10 µM; hit rate 1.3% among 110,000; AID 449768;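 active means Z score or B-score, a plate-position-corrected score, falls beyond the plate's 99.7% confidence bounds, in either direction; inactive means both scores lie inside the 99.7% bounds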;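 further: scored against the spread of the other compound wells on the same plate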
CYP2C19 act – increases human CYP2C19 enzyme activity | activation factor at 5 µM | P33261 | 96,000 tested, under 10 active | recombinant CYP2C19, luciferin-H EGE luminescence; hits give high values; 0 = fully inhibited enzyme, 1 = untreated enzyme;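 active means activation factor of at least 2 at 5 µM in the primary screen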;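 further: 0 = wells with 2.5 mM tranylcypromine and 1 = vehicle-only wells; values of inactives mirror those of a sister screen read the other way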
Target sequence (P33261 whole entry, looked up): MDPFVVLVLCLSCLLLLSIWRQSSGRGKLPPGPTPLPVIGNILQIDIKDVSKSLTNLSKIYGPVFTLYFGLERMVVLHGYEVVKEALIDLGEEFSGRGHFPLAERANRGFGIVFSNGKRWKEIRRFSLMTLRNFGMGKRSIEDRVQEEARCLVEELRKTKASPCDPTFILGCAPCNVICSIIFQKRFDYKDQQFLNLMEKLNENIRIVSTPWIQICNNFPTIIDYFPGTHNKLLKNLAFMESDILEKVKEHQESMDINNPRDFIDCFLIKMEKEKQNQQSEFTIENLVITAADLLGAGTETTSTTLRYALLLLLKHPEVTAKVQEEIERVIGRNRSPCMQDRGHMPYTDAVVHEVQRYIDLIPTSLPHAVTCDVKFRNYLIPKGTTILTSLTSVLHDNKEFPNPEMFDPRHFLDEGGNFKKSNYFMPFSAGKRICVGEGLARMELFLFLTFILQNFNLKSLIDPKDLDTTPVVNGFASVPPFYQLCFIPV
Calb biofilm kill – kills Candida albicans biofilms; C. albicans biofilm + clotrimazole, Alamar Blue; inhibition, % at 6 µM; hit rate 0.14% among 85,000; AID 834;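 active means inhibition above 20%; inactive means inhibition below 20%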;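 further: preformed 24 hr biofilms exposed to compound for 48 hr; 0% = biofilm without compound and 100% = blank killed by clotrimazole plus chlorhexidine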
CYP2C9 inh – human CYP2C9 inhibition | hit rate 20% among 96,000 | inhibition, % at 5 µM | CYP2C9 Supersomes, luciferin-H conversion, luminescence | P11712;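 active means blocking of liver enzyme CYP2C9 beyond about 50% at 5 µM, limit read from the data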; further: values of inactives mirror those of a sister screen read the other way
Target sequence (P11712 whole entry, looked up): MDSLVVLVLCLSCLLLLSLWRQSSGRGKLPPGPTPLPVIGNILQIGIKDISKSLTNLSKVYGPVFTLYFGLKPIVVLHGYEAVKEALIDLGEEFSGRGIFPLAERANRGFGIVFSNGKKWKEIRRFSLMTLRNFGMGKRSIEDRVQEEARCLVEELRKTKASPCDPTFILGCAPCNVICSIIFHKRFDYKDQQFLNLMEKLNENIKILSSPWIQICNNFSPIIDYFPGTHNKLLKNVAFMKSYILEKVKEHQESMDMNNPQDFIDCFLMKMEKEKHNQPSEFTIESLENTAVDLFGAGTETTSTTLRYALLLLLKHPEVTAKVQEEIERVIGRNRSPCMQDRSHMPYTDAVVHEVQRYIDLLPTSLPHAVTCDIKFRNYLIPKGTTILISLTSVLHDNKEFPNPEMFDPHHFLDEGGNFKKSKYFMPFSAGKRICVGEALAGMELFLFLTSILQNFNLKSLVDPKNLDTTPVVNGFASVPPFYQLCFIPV
HUVEC tox IL1B – HUVEC cytotoxicity counter-screen, IL-1B stimulated. hit rate 0.41% among 94,000. cell count reduction, % at 2 µM. HUVEC cell count loss, Hoechst imaging. AID 845;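 active means cell count reduction more than 3 SD above the screen-wide mean, cut at about 70% in these data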;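 further: normalized per plate to untreated control cells as the no-loss baseline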
TNFa cytotox – HUVEC cytotoxicity counter-screen, TNF alpha stimulated; hit rate 0.17% among 93,000; AID 848; cell count reduction, % at 2 µM; HUVEC TNFalpha-stimulated, Hoechst cell count, imaging;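 active means cell count reduction exceeding the screen mean by over 5 SD, scaled to untreated wells per plate, cut at about 78% in these data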;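 further: cells counted after 24 h of TNF alpha exposure following the 1 h pretreatment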
CYP2C9 activ – CYP2C9 (human) activation. hit rate 1.4% among 96,000. recombinant CYP2C9, luciferin-H conversion, luminescence; hits give high values; factor 1 = untreated enzyme, 0 = blocked. AID 1024. P11712. activation factor at 5 µM;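 active means activation factor of 2 or more for CYP2C9 at a 5 µM dose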;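 further: 0 = sulfaphenazole-blocked wells and 1 = vehicle-only wells; values of inactives mirror those of a sister screen read the other way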
CYP2C19 inhib – inhibitors of human CYP2C19; P33261; CYP2C19 Supersomes, luciferin-H EGE luminescence, 30 min; inhibition, % at 5 µM; hit rate 21% among 96,000;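 active means CYP2C19 inhibition above a set limit at 5 µM in the primary screen, cut at about 50% in these data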;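 further: plate controls were negative control wells for no effect and 2.5 mM tranylcypromine positive control for full effect; values of inactives mirror those of a sister screen read the other way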
VCAM1 TNFa inh – reduces TNF alpha induced VCAM1 expression in HUVEC. HUVEC TNFa-induced VCAM-1 immunofluorescence, high-content imaging. inhibition, % at 2 µM. hit rate 0.48% among 95,000;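 active means inhibition above the batch mean plus 3 SD, with images confirmed as a hit by eye, cut at about 37% in these data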;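 further: 0% = TNF-stimulated DMSO wells and 100% = unstimulated control wells; not every result past the cut was called active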
An asterisk follows results filed as active; . = not tested or not shown.

SMILES	DAT uptake mod	CYP2C19 act	Calb biofilm kill	CYP2C9 inh	HUVEC tox IL1B	TNFa cytotox	CYP2C9 activ	CYP2C19 inhib	VCAM1 TNFa inh
CCOC(=O)C(C)Sc1nc(-c2ccccc2)nc2ccc(F)cc12 (stereo unspecified)	0.813	0.9	.	30.7	-14.3	-20.9	0.7	8.1	-0.4
CC(C)C(=O)NC(Nc1cccc2cccnc12)C(Cl)(Cl)Cl (stereo unspecified)	-1.72	0.4	.	63.3*	-13.6	-9.9	0.4	58.8*	6.8
COc1cccc(CNC(=O)C2CCN(S(=O)(=O)c3cnc[nH]3)CC2)c1	-0.534	0.7	-0.3	76.4*	.	.	0.2	29.3	.
CCCc1nnc(NC(=O)COC(=O)c2cc(C)nc3ccccc23)s1	1.46	0.9	.	26.4	-69.0	-5.5	0.7	6.8	4.0
CCOc1ccc(CNCc2cccnc2)cc1	-0.0186	.	9.7	.	5.6	-21.3	.	.	8.1
COc1cc(CC(=O)Nc2ncc(C)s2)cc(OC)c1OC	2.11	0.3	5.0	54.2*	6.6	-22.9	0.5	73.2*	51.0*
COc1cc(CCC(=O)OCc2nnc(-c3ccccc3)o2)cc(OC)c1OC	0.16	0.4	.	81.6*	0.5	-29.1	0.2	63.6*	1.4
Cc1ccccc1N1C(N)=NC(N)=NC1(C)C	-0.243	1	6.2	-22.0	-7.6	.	1.2	4.9	-27.4
O=C(Cn1nnc(-c2ccccc2NC(=O)c2ccco2)n1)NC1CCCCC1	-0.166	0.7	6.4	63.8*	-13.3	-18.4	0.4	26.5	-35.9
Cc1ccccc1OCc1nnc(SCC(=O)N2c3ccccc3Sc3ccc(Cl)cc32)o1	0.703	0.9	.	57.3*	-41.9	-7.5	0.4	12.0	9.6
CCCCc1ccc(CC2S/C(=C(\C#N)C(=O)N3CCOCC3)N(c3ccccc3)C2=O)cc1 (stereo unspecified)	1.27	0.9	3.5	31.6	-8.4	-31.1	0.7	7.0	6.6
Cc1c(C(Nc2ccccn2)c2ccccc2)c(=O)n(-c2ccccc2)n1C (stereo unspecified)	0.00452	.	.	.	-35.3	-13.2	.	.	4.5
CCC(C)c1ccc(NC(=O)C2CCN(c3ncccn3)CC2)cc1 (stereo unspecified)	-0.6	.	5.8	.	-0.9	.	.	.	-25.3
CCOC(=O)c1cnc(SCc2nc(N)nc(Nc3ccc(F)cc3)n2)nc1N	0.599	0.3	6.6	66.1*	-0.3	7.3	0.3	72.4*	-7.1
NC(=O)C1(N2CCCCC2)CCN(C2CC(=O)N(Cc3ccc(N4CCCC4=O)cc3)C2=O)CC1 (stereo unspecified)	-0.855	0.8	-0.6	50.1*	16.3	-4.9	0.5	22.1	15.6
COC(=O)C1=C(CN2CCN(C)CC2)NC(=O)NC1c1cc(C)ccc1C (stereo unspecified)	-0.26	0.8	8.0	15.6	-110.3	-2.6	0.8	19.3	-17.3
C=CCc1ccccc1OCCCCN1CCCC1	-1.21	0.9	4.5	-10.8	.	.	1.1	5.5	.
COCC(=O)Nc1ccc(C(N)=O)cc1	-0.544	1	1.9	-4.0	-9.6	-7.3	1	-3.7	39.2
CCn1c(SCC(=O)Nc2cccc(F)c2)nnc1-c1cc2cc(Br)ccc2o1	0.116	0.9	4.6	36.0	-15.2	2.2	0.6	7.3	10.5
CCC(CC)NC(=O)c1ccc2c(c1)OCCO2	-0.474	0.8	.	29.3	-19.7	-10.8	0.7	17.9	-13.1
CCOCCCN1C(=O)CN(C2CCCCC2)C(=O)C1c1ccc(OCC)c(OC)c1 (stereo unspecified)	2.04	1	6.1	15.3	10.3	-13.8	0.8	0.6	10.5
CN(C)c1ccc(/C=N/Nc2ccc(-n3ccnc3)nn2)cc1	0.525	0.4	.	69.6*	-43.0	-23.3	0.3	62.0*	-3.4
O=C1C2C(C(=O)N1Cc1ccco1)C1C=CC2C12CC2 (stereo unspecified)	-1.01	0.9	-1.0	-9.2	.	0.0	1.1	12.5	21.6
Cn1c(C(O)c2ccc(Cl)cc2)nc(Cl)c1Cl (stereo unspecified)	-0.214	0.1	5.0	14.6	-0.7	-4.2	0.9	91.0*	2.6

Exported with two lines to a compound: part of the list above
Every second line gives: DAT uptake mod, CYP2C19 act, Calb biofilm kill, CYP2C9 inh, HUVEC tox IL1B, TNFa cytotox, CYP2C9 activ, CYP2C19 inhib, VCAM1 TNFa inh
CN(C)c1ccc(/C=N/Nc2ccc(-n3ccnc3)nn2)cc1
    0.525, 0.4, ., 69.6*, -43.0, -23.3, 0.3, 62.0*, -3.4
NC(=O)C1(N2CCCCC2)CCN(C2CC(=O)N(Cc3ccc(N4CCCC4=O)cc3)C2=O)CC1 (stereo unspecified)
    -0.855, 0.8, -0.6, 50.1*, 16.3, -4.9, 0.5, 22.1, 15.6

Next entries:
SMILES	DAT uptake mod	CYP2C19 act	Calb biofilm kill	CYP2C9 inh	HUVEC tox IL1B	TNFa cytotox	CYP2C9 activ	CYP2C19 inhib	VCAM1 TNFa inh
Nc1nnc(SCC(=O)Nc2ccc3c(c2)OCCO3)s1	0.815	1.1	-4.7	5.8	-30.2	38.0	0.9	-12.5	8.4
CCCCC(c1nnnn1Cc1ccco1)N1CCN(c2nc3ccccc3s2)CC1 (stereo unspecified)	0.468	0.1	-9.0	91.4*	-20.6	-70.1	0.1	94.6*	24.3
COc1ccc(N(CC(=O)Nc2nc3ccc(C)cc3s2)S(=O)(=O)c2c(C)nn(C)c2C)cc1	0.928	0.6	13.4	48.3	-12.4	9.0	0.5	36.8	18.3
Cc1ccc(-n2[nH]c(C)c(/C=C3/C=Nc4ccccc43)c2=O)cc1C	-0.541	.	-3.1	.	-19.2	-56.3	.	.	-16.6
CCCCC(=O)Nc1ccc(NC(=O)c2ccc3c(c2)OCO3)cc1OC	0.685	0.1	10.3	59.3*	-27.7	-21.7	0.4	85.9*	21.7
O=C(COc1ccc(S(=O)(=O)NC2CCCC2)cc1)N1CCCCCC1	0.952	0.9	4.4	36.3	-26.5	-16.0	0.6	7.5	6.1
CCOc1cc(/C=C2\N=C(C)OC2=O)cc(Br)c1OCC(=O)OC	0.00652	1.1	.	-16.6	.	-27.1	1.2	-10.4	24.2
O=C(N/C(=C/c1ccco1)C(=O)N1CCCCCC1)c1cccs1	-0.701	1	.	-19.5	-15.9	-7.7	1.2	-3.6	-3.9
CN(c1nc2ccccc2n2c(-c3ccco3)nnc12)S(=O)(=O)c1ccccc1	-0.331	1	0.1	15.3	-13.8	-15.5	0.8	1.3	-13.1
CC(C)Cc1nnc(NC(=O)CSc2ccccn2)s1	-0.886	0.4	3.9	31.2	3.9	-2.2	0.7	56.5*	8.2
COc1ccc(S(=O)(=O)Nc2cc(C(=O)NC(C)C)ccc2N2CCOCC2)cc1	0.0425	0.5	3.1	58.5*	.	-10.6	0.4	54.1*	-5.8
COc1ccc(-c2oc(NC(=O)CSc3nncn3C)c(C#N)c2-c2ccc(OC)cc2)cc1	-1.19	0.6	.	58.0*	-0.7	-13.0	0.4	39.0	5.9
c1ccc(Cn2nnc3cnccc32)cc1	0.489	0.7	.	29.2	.	.	0.7	26.0	.
COc1cc(C2C(C#N)=C(N)Oc3cc(C)n(CCc4ccccc4)c(=O)c32)cc2c1OCO2 (stereo unspecified)	0.32	0.8	9.7	19.5	.	.	0.8	15.9	.
C=C(C)c1cccc(C(C)(C)NC(=O)Nn2cnnc2)c1	0.181	0.3	9.7	50.5*	-7.2	9.2	0.5	73.4*	-2.9
O=C1/C(=C/c2cccs2)CCc2ccccc21	-1.28	0.1	.	72.8*	1.0	-12.8	0.3	87.6*	14.9
COc1ccc(-c2nn(-c3ccccc3)cc2C(=O)NCCCn2ccnc2)cc1	-0.753	0	4.3	98.5*	11.5	-0.9	0	95.8*	-2.7
CSc1nnc(-c2sc3cc(Cl)ccc3c2Cl)n1C	1.22	0.5	-2.3	23.9	8.5	8.6	0.8	52.5*	-21.2
CC(C)CC(c1nnnn1CC1CCCO1)N1CCN(c2cccc(Cl)c2)CC1 (stereo unspecified)	0.00557	.	7.1	.	-1.8	-14.6	.	.	14.5
COc1ccc(C(=O)CN(C(=O)c2ccc(Cl)cc2)N2C(=O)C3CCCCC3C2=O)cc1 (stereo unspecified)	0.36	0.7	11.1	33.8	-57.1	-8.9	0.7	29.0	0.4
COCc1nnc(NS(=O)(=O)c2ccc(NC(C)=O)cc2)s1	-0.739	1	4.1	34.0	-39.8	-15.0	0.7	0.9	-5.4
Cc1ccc(NC(=S)NCCO)c(C)c1	0.556	1	.	-2.2	-3.5	-5.5	1	4.6	10.6
CC1=C(C(=O)OC2CCCCC2)C(c2ccco2)C2=C(CC(C)(C)CC2=O)N1 (stereo unspecified)	0.00253	1	7.8	3.3	2.2	-35.9	1	1.3	15.0
Cc1cccc(NCc2ccccc2O)c1C	-1.4	0	-4.7	61.0*	-41.5	-27.7	0.4	95.6*	-0.6
O=C(COC(=O)CCC(=O)Nc1nccs1)NCc1ccco1	-0.0694	1	7.8	-1.0	-10.0	29.6	1	2.2	24.6
O=C1C2C3C=CC(C3)C2C(=O)N1CCN1CCN(S(=O)(=O)c2ccc3ccccc3c2)CC1 (stereo unspecified)	-0.611	0.7	7.8	-70.5	16.0	-18.2	1.7	33.7	3.4
CCCCCC1CC(CC(C)C(=O)Nc2nncs2)C(=O)O1 (stereo unspecified)	.	.	4.6	.	0.7	-16.2	.	.	-6.5
CC1CCN(C(=O)Nc2cccc(NC(=O)N3CCC(C)CC3)c2)CC1	-0.13	0.6	1.2	34.9	21.0	-10.3	0.7	35.6	2.7
OC(CNCCCN1CCCCC1)COc1ccccc1 (stereo unspecified)	-0.522	1	.	0.3	-19.3	5.6	1	-2.6	-7.7
S=c1[nH]nc(-c2ccccc2)n1Cc1ccccc1	-0.275	0.4	5.0	41.7	6.7	-3.6	0.6	61.8*	25.8
CCOc1ccc(C(C)=O)cc1N1C(=O)C2C3C=CC(C3)C2C1=O (stereo unspecified)	-0.708	1	8.5	-4.8	25.4	-24.2	1	1.3	21.6
O=C(Nc1ccsc1C(=O)NC1CCCCC1)c1ccccc1	1.08	1.1	.	9.9	-15.3	-4.5	0.9	-5.5	-2.5
COc1nc(Oc2ccc(=O)n(C)n2)nc(N(C)C)n1	0.544	1.2	5.5	-16.1	5.8	-10.0	1.2	-17.1	14.2
COc1ccc(OC)c2[nH]c(=O)c(CCNC(C)=O)cc12	1.74	1.1	2.6	-6.5	.	.	1.1	-7.4	.
COc1ccc2[nH]c(=O)c(CN(Cc3nnnn3CCc3ccccc3)CC3CCCO3)cc2c1 (stereo unspecified)	0.0921	0.2	-4.3	68.0*	-3.8	13.2	0.3	77.7*	-35.3
CCN(CC)S(=O)(=O)c1csc(C(=O)NCc2ccccc2)c1	2.64*	0.8	10.6	44.8	-10.6	0.4	0.6	17.6	2.9
O=C(O)Cn1nc(C(F)(F)F)c2c1CCC2	-0.632	0.8	6.1	-19.8	-8.8	-32.3	1.2	20.8	-19.3
C=CCn1c(SCc2cccc3ccccc23)nnc1-c1cccnc1	1.34	0.1	4.4	-65.6	-14.3	-20.0	1.7	88.7*	9.3
CCC1(C)Cc2c(C#N)c(N)n(-c3ccccc3)c(=O)c2CO1 (stereo unspecified)	-0.617	1.2	1.8	-25.8	17.4	24.4	1.3	-16.6	11.3
CSc1nc2ccc(NC(=O)CSc3nnc(N)s3)cc2s1	-0.0301	1	.	70.7*	0.8	1.2	0.3	1.6	19.5
Cc1sc(NC(=O)CSc2nnc(C)c(=O)[nH]2)c(C#N)c1C	0.293	0.9	5.5	97.4*	26.8	-37.9	0	11.5	2.5
O=C(COC(=O)CCN1C(=O)c2ccccc2C1=O)Nc1ccc(S(=O)(=O)N2CCCC2)cc1	-0.336	0.5	5.0	96.1*	0.9	4.8	0	54.4*	19.7

Hits appear at their usual frequency. About 29% of those tested had a hit in this group.
